# Screens: PubChem BioAssay, Sanford-Burnham Center for Chemical Genomics
# mIAP activ: increases mouse intestinal alkaline phosphatase activity | muIAP, CDP-Star luminescence, 30 min; hits give high values; 1 = vehicle-only enzyme signal, 0 = enzyme-free wells | activation factor at 10 µM | actives 0.24% (n = 330,000) | AID 2805;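 active = activation factor of at least 2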; note: the source names both 10 and 20 µM as test concentration; values of inactives mirror those of a sister screen read the other way
#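 also added = chemiluminescent substrate CDP-Star | test system = mouse IAP enzyme | signal = chemiluminescence readout | compound = DMSO-dissolved test compounds | incubation = 30 min at room temperature | benchmarks = DMSO wells, no-enzyme wells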
# beta cell repl: inducers of beta-cell replication in MIN6 cells. MIN6 cells proliferation, ATPlite luminescence, 48 h; cells starved in 0.2% serum; 100% = growth in 10% serum. actives 0.29% (n = 330,000). proliferation, % at 10 µM;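 active = compounds whose signal lies at least 3.5 SD above the mean of all wells on their plate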;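 note: 0% = DMSO-treated cells in low-serum medium and 100% = 10% serum control; some compounds called inactive have numbers as strong as hits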
# NLRP3 yeast inh: inhibitors of NALP3 inflammasome in yeast | Yeast reconstituted NLRP3/ASC/caspase-1, beta-gal luminescence, 24 h | inhibition, % at 10 µM | actives 0.39% (n = 330,000);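 active = inhibition of 50% or more; inactive = inhibition below 50%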;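 note: plate controls were induced DMSO wells for no effect and uninduced yeast grown without galactose for full effect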
# A3A deaminase: blocks human APOBEC3A ssDNA deamination. inhibition, % at 20 µM. recombinant A3A, FAM/TAMRA ssDNA deamination fluorescence. P31941. actives 0.41% (n = 330,000);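 active = at least 40% inhibition at 20 µM here, with at most 30% in a related deaminase screen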;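 note: plate controls were A3A with DMSO for no effect and wells lacking A3A enzyme for full effect; some results filed as inactive read as strong as hits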
# Target sequence (P31941 whole entry, looked up): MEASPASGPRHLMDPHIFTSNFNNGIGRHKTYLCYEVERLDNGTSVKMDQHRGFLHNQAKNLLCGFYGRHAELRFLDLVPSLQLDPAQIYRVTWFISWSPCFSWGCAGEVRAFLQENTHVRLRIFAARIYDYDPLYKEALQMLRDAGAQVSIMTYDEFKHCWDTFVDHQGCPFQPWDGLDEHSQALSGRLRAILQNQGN
# hIAP inh: human IAP inhibition | P09923 | purified IAP, CDP-Star luminescence, 30 min | inhibition, % at 10 µM | actives 0.12% (n = 330,000);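 active = inhibition reaching a set limit with compound at 10 µM in the primary screen, cut at about 35% in these data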;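 note: plate controls were DMSO wells with enzyme for no effect and no-enzyme buffer wells for full effect; values of inactives mirror those of a sister screen read the other way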
# mIAP inh: mouse IAP inhibition; purified mouse IAP, CDP-Star luminescence, 30 min; inhibition, % at 10 µM; actives 0.2% (n = 330,000); AID 2806;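 active = inhibition of at least 40% at 10 µM in the primary screen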;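 note: plate controls were DMSO with enzyme for no effect and no enzyme wells for full effect; values of inactives mirror those of a sister screen read the other way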
# SENP1 FRET inh: inhibitors of human SENP1 SUMO protease catalytic domain. Q9P0U3. recombinant SENP1 catalytic domain, CyPet-SUMO1-YPet FRET cleavage. inhibition, % at 10 µM. actives 0.21% (n = 360,000). AID 624204;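 active = inhibition at least 30% at 10 µM, raw YFP signal under a set limit, fluorescence ratio 0.5 to 1.5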;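 note: 0% = enzyme with DMSO and 100% = no enzyme wells; some results filed as inactive read as strong as hits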
# Target sequence (Q9P0U3 419-644 limits assumed): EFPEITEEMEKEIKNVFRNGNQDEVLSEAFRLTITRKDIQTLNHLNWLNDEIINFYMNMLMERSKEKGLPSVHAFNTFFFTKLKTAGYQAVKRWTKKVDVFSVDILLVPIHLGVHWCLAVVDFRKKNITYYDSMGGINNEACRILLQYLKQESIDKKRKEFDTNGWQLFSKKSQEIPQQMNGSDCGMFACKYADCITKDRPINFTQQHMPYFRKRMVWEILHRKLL
#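 Material: hSENP1 catalytic domain, recombinant; medium: Tris pH 8 with BME, BSA, NP40 and catalase; compound: single concentration of 10 µM compound, 0.5% DMSO final; technique: FRET read of cyan and yellow fluorescence; timing: 50 min enzyme reaction, room temperature, light-protected; reagent: SFCypet-SUMO1-SFYpet substrate at 25 nM; control set: no-enzyme low, enzyme-DMSO high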
# A3G deaminase: APOBEC3G (human) deaminase inhibition; AID 493012; recombinant A3G, ssDNA deamination FAM/TAMRA fluorescence; Q9HC16; actives 0.28% (n = 330,000); inhibition, % at 20 µM;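 active = inhibition of at least 40% at 20 µM, with no more than 30% in the related APOBEC3A deaminase screen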;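 note: plate controls were DMSO wells with A3G for no effect and wells lacking A3G enzyme for full effect; some compounds called inactive have numbers as strong as hits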
# Target sequence (Q9HC16 whole entry, looked up): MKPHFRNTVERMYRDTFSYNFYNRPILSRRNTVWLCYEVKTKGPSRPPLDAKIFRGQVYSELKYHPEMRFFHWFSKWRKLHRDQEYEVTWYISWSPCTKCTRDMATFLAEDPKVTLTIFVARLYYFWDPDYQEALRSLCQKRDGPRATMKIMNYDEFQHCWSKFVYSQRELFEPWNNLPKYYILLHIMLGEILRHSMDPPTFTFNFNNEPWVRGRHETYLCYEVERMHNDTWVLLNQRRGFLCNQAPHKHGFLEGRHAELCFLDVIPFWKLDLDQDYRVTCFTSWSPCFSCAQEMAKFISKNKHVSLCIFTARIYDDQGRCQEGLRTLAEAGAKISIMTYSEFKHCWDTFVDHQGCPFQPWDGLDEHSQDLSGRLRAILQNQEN
# hIAP act: increases human intestinal alkaline phosphatase activity; P09923; purified human IAP, CDP-Star luminescence, 30 min; hits give high values; 1 = vehicle-only enzyme, 0 = enzyme-free background; activation factor at 10 µM; actives 0.16% (n = 330,000); AID 2524;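 active = activation factor of the enzyme at least 2-fold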; note: the source names both 10 and 20 µM as test concentration; values of inactives mirror those of a sister screen read the other way
# An asterisk follows results filed as active; x = not tested or not shown. Only part of the results is shown, so the mix of outcomes need not match the whole.
SMILES,mIAP activ,beta cell repl,NLRP3 yeast inh,A3A deaminase,hIAP inh,mIAP inh,SENP1 FRET inh,A3G deaminase,hIAP act
COc1ccc(-c2c3c(=O)n(C)c(=O)n(C)c3cn2-c2ccccc2O)cc1,1,0,5,-1,-1,-3,4,-6,1
CCOc1ccc(CN2CCC(C(=O)N3CCN(c4ccccc4F)CC3)CC2)cc1OC,0.95,-3,6,-3,-8,4,0,-3,1.1
O=C(OCc1ccc([N+](=O)[O-])cc1)c1cc([N+](=O)[O-])ccc1N1CCOCC1,0.86,-4,25,-1,-8,14,0,-6,1.1
COc1ccccc1CC(=O)N1CCN(S(=O)(=O)c2ccccc2F)CC1,0.91,1,5,-1,11,9,0,-1,0.89
CCOc1cccc(C(=O)NC(=S)Nc2ccc(N3CCCC3)cc2)c1,0.79,-4,11,0,3,21,10,-3,0.97
Cc1nnc2sc(-c3ccccn3)nn12,1,4,1,-2,1,-1,1,-2,0.99
CCOc1ccc(NC(=O)C2CCCN(c3nn4c(=O)cc(C)nc4s3)C2)cc1 (configuration not stated),1.1,-4,9,-6,-13,-9,-1,-7,1.1
O=C(NCc1ccco1)/C(=C/c1ccccc1)NC(=O)c1ccco1,1,0,16,3,11,-2,-1,-3,0.89
CNc1ccc(/C=C2\COc3ccccc3C2=O)cc1[N+](=O)[O-],0.92,-2,35,1,1,8,6,0,0.99
Cc1c(-n2c(SCC(N)=O)nc3ccccc3c2=O)c(=O)n(-c2ccccc2)n1C,0.9,-3,10,-1,-9,10,1,-2,1.1
Cc1ccc(NC(=O)CCSc2nc(C)cc(C)n2)cc1,1,-3,28,8,4,-4,3,-4,0.96
Nc1nnc(SCC(=O)NC2CCCCCC2)s1,0.94,2,15,-1,6,6,0,-9,0.94
CCCCCC(=O)Nc1ccc(-c2csc(N)n2)cc1,0.98,-4,7,2,3,2,1,-2,0.97
COC(=O)COc1ccc(/C=N/NS(=O)(=O)c2ccccc2)cc1,1,-1,9,-2,10,-2,3,-4,0.9
CCOc1ccc(NC(=O)CN(C)C(=O)c2ccc(OCC3CCCO3)cc2)cc1OCC (configuration not stated),1,0,-4,-3,-8,-2,2,-8,1.1
CC1=NN(CCC#N)C(=O)/C1=C/c1ccc(N(C)C)cc1,0.77,-2,-4,-1,33,23,2,-15,0.67
O=C(COC(=O)/C=C/C(=O)OCC(=O)NC12CC3CC(CC(C3)C1)C2)NC12CC3CC(CC(C3)C1)C2,0.98,1,25,0,6,2,0,-4,0.94
COc1ccc(OC)c(-n2c(C)cc(C=O)c2C)c1,1.1,2,-6,0,-33,-12,-1,-3,1.3
CC(C)(C)C1CCC(OCC(O)CN2CCN(c3ccccc3)CC2)CC1 (configuration not stated),0.98,-2,43,-5,10,2,2,-7,0.9
COc1ccccc1CNC(=O)Cc1csc(NC(=O)Nc2ccccc2OC)n1,1.2,0,12,-6,-3,-17,2,-7,1
CC(NC(=O)COC(=O)CCNC(=O)c1ccco1)C12CC3CC(CC(C3)C1)C2 (configuration not stated),1,2,-4,0,1,0,2,-3,0.99
CCC(C)N(CCNC(=O)c1ccc(NC2=NC3CS(=O)(=O)CC3S2)cc1)Cc1ccco1 (configuration not stated),0.95,4,-1,-4,11,5,-5,0,0.89
Cc1cc(=O)[nH]c(N/N=C2/CCCC/C2=C\c2ccccc2)n1,1.1,0,0,-1,-19,-10,1,-6,1.2
C/C(=N\NC(=O)c1ccc(C(=O)N/N=C(\C)c2ccco2)o1)c1ccco1,0.89,5,12,-3,-58,11,-2,-7,1.6
CCCCc1ccc(NC(=O)N[C@@H](C)C(=O)O)cc1,1.1,-4,-6,-2,-10,-6,2,0,1.1
# Remaining list, next part.
SMILES,mIAP activ,beta cell repl,NLRP3 yeast inh,A3A deaminase,hIAP inh,mIAP inh,SENP1 FRET inh,A3G deaminase,hIAP act
CC[C@H](C)Cc1cn([C@@H](CCCCNC(=O)OC(C)(C)C)C(=O)NCCCCCCCCCCC(=O)N2CCN(C(=O)OC(C)(C)C)CC2)nn1,2.2*,-8,13,-6,3,-119,1,-9,0.97
O=C(O)CCn1ccnc1-c1ccccc1,1,4,-12,-11,13,-3,2,-3,0.87
CN1CCN(C(=O)c2cc3ccccc3[nH]2)CC1,1.1,0,12,-3,-18,-6,-2,0,1.2
COCCNC(=O)CSc1nc(N)c(NC(=O)c2ccccc2F)c(=O)[nH]1,1,0,-11,-6,-1,-3,1,-7,1
Cn1cccc1C1CCCN1CC(=O)Nc1ccc(C(N)=O)cc1 (configuration not stated),1,-2,9,-2,-8,-1,-5,-2,1.1
O=c1cc(CN2CCN(Cc3ccc(F)cc3)C(CCO)C2)[nH]c2ccccc12 (configuration not stated),1.1,-1,6,-7,18,-8,-3,-4,0.82
Cc1ccc(N2C(=O)N(CC(=O)Nc3ccc(C)cc3[N+](=O)[O-])C(=O)C2C)cc1 (configuration not stated),1,-1,26,1,-19,-4,1,-9,1.2
CCOc1ccccc1N1CN(C2CCCCC2)CNC1=S,1,-3,10,-3,-16,0,0,-5,1.2
NC(=O)c1ccccc1NC(=O)COc1ccc(Cl)cc1,0.93,-2,19,-2,3,8,2,-3,0.97
Cc1ccc(OCCCCCN2CCOCC2)c(Cl)c1,1.2,-1,12,1,-32,-17,3,-1,1.3
CCc1ccc(N2CC(C(=O)N3CCCCCC3)CC2=O)cc1 (configuration not stated),1,0,6,-2,4,-1,2,-8,0.96
Cc1c(NC(=O)Nc2ccc(C(C)(C)C)cc2)c(=O)n(-c2ccccc2)n1C,1.1,-4,5,-8,-12,-6,3,-8,1.1
COc1cc(OC)c(OC)cc1CNC(=O)c1ccc(COc2ccccc2)cc1,1,-4,13,3,5,-2,-1,-15,0.95
O=C(c1ccc(C(F)(F)F)cc1)N1CCC(=O)N(C(COCc2ccccc2)Cc2ccccc2)CC1 (configuration not stated),0.92,-6,17,-1,-1,8,3,-5,1
COc1cccc([C@@H]2CC=C(C(=O)O)[C@H](c3cccc(Cl)c3)N2S(=O)(=O)c2ccc(C)cc2)c1,1,-5,10,-3,2,-1,4,-7,0.98
COc1ccc(C(=O)N/N=C\c2coc3ccc(Cl)cc3c2=O)cc1,0.9,-1,12,-4,-3,10,1,6,1
Cc1ccc(CNn2cnnc2SCc2ccc(F)cc2)cc1,1.1,-1,2,-4,6,-6,1,-5,0.94
Cc1ccc(CCN2CC(C(=O)NCCCN3CCN(C)CC3)CC2=O)cc1 (configuration not stated),1.1,3,11,0,8,-9,1,-4,0.92
COc1ccccc1CNC(=O)COC(=O)c1cccc(S(=O)(=O)N2CCCCC2)c1,0.9,1,9,6,13,10,4,-4,0.87
CCc1ccc(NC(=O)CSc2nc3ccccc3c(=O)n2CCCN2CCC(C)CC2)cc1,1.2,-6,12,-4,-20,-24,4,-4,1.2
O=C(c1ccco1)N(CCC(c1ccccc1)c1ccco1)Cc1ccc(F)cc1 (configuration not stated),0.98,-6,12,-3,22,2,-2,-10,0.79
O=C(NCC1(N2CCCCC2)CCCCC1)c1ccc(S(=O)(=O)N2CCCC2)cc1,0.99,0,12,20,10,1,-9,7,0.9
CC1CCN(C(=O)COC(=O)c2ccc3c(c2)OCCO3)CC1,0.96,-4,43,2,-10,4,-2,3,1.1
Cc1cc(NC(=O)CN2C(=O)NC(C)(c3ccccc3Cl)C2=O)no1 (configuration not stated),0.98,-2,-2,2,-48,2,-3,2,1.5
COc1ccc(-c2cc(-c3ccccc3)nc(Cl)n2)cc1OC,0.94,-5,26,-9,-13,6,1,8,1.1

# 3 entries already listed, ordered by their value in SENP1 FRET inh, falling.
Structure | SENP1 FRET inh
NC(=O)c1ccccc1NC(=O)COc1ccc(Cl)cc1 | 2
Cc1ccc(CCN2CC(C(=O)NCCCN3CCN(C)CC3)CC2=O)cc1 (configuration not stated) | 1
CC1CCN(C(=O)COC(=O)c2ccc3c(c2)OCCO3)CC1 | -2

# 2 records picked at random from the list so far:
SMILES,mIAP activ,beta cell repl,NLRP3 yeast inh,A3A deaminase,hIAP inh,mIAP inh,SENP1 FRET inh,A3G deaminase,hIAP act
COc1cccc([C@@H]2CC=C(C(=O)O)[C@H](c3cccc(Cl)c3)N2S(=O)(=O)c2ccc(C)cc2)c1,1,-5,10,-3,2,-1,4,-7,0.98
CN1CCN(C(=O)c2cc3ccccc3[nH]2)CC1,1.1,0,12,-3,-18,-6,-2,0,1.2

# Quoted from the listing:
# Cc1ccc(CCN2CC(C(=O)NCCCN3CCN(C)CC3)CC2=O)cc1 (configuration not stated) in mIAP activ is entered as 1.1
# CC[C@H](C)Cc1cn([C@@H](CCCCNC(=O)OC(C)(C)C)C(=O)NCCCCCCCCCCC(=O)N2CCN(C(=O)OC(C)(C)C)CC2)nn1 in SENP1 FRET inh is entered as 1
# O=c1cc(CN2CCN(Cc3ccc(F)cc3)C(CCO)C2)[nH]c2ccccc12 (configuration not stated) in A3A deaminase is entered as -7
# Cc1ccc(N2C(=O)N(CC(=O)Nc3ccc(C)cc3[N+](=O)[O-])C(=O)C2C)cc1 (configuration not stated) in A3G deaminase is entered as -9
# NC(=O)c1ccccc1NC(=O)COc1ccc(Cl)cc1 in SENP1 FRET inh is entered as 2
# O=C(c1ccco1)N(CCC(c1ccccc1)c1ccco1)Cc1ccc(F)cc1 (configuration not stated) in SENP1 FRET inh is entered as -2

# The results go on:
SMILES,mIAP activ,beta cell repl,NLRP3 yeast inh,A3A deaminase,hIAP inh,mIAP inh,SENP1 FRET inh,A3G deaminase,hIAP act
Cc1nc2nc(CSc3nc4ccccc4s3)cc(=O)n2[nH]1,1,-3,1,-3,-24,-1,-3,-8,1.2
COC(=O)c1ccc(OCC(O)CN2CCOCC2)cc1 (configuration not stated),1,0,29,6,0,-2,2,-5,1
COc1cccc(C2Oc3ccccc3C3CC(c4cccs4)=NN32)c1 (configuration not stated),0.94,-1,27,0,24,6,-60,3,0.76
Nc1c(C(=O)NCCc2ccc(Cl)cc2)sc2ccc(S(=O)(=O)N3CCCCC3)cc12,0.93,-5,17,2,5,7,x,-1,0.95
O=P(OCC1CC1)(c1ccccc1)c1ccccc1,1.1,-1,-35,-3,-7,-7,-2,-7,1.1
Cc1cc(C)cc(NS(=O)(=O)c2c(C(=O)N3CCOCC3)c(C)n(C)c2C)c1,0.91,2,9,-4,11,10,0,-8,0.89
CC(=O)c1cccc(NC(=O)COc2nsnc2N2CCOCC2)c1,0.96,0,4,1,-4,4,2,0,1
Cc1oc(-c2ccc(Cl)cc2)cc1C(=O)O,1,-2,-1,-4,-3,-4,-3,-10,1
Cc1ccc(SCCC(=O)N(C)CC(=O)Nc2c(C)cccc2C)cc1,0.97,0,-17,2,-25,3,0,5,1.3
Cc1ccc(/C=C2/C(=O)ON=C2c2ccccc2)o1,0.84,2,12,0,9,16,-36,1,0.91
